Gli-Sufu block: Gli-Sufu pathway antagonists, primary screen, luciferase luminescence, Sufu-KO-LIGHT cells, uHTS; Sufu-KO-LIGHT fibroblasts, Gli luciferase reporter luminescence; inhibition, % at 5 µM; hit rate 0.74% among 340,000;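 active = inhibition above about 55%, limit read from the data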;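 also: 0% = DMSO-treated cells and 100% = wells with medium but no cells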
CXCR6 block: CXCR6 receptor inhibitors, primary screen, cell-based, beta-arrestin, luminescence, CHO-K1 PathHunter, 1536-well | C-X-C chemokine receptor type 6 (Homo sapiens), O00574 | inhibition, % at 20 µM | hit rate 0.36% among 360,000; in the data active = inhibition above about 34%, passing the limit was not always enough;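 also: antagonist mode with CXCL16 agonist at 10 nM final; 0% = 10 nM CXCL16 with DMSO and 100% = unstimulated wells without agonist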
Target sequence (O00574 whole entry, looked up): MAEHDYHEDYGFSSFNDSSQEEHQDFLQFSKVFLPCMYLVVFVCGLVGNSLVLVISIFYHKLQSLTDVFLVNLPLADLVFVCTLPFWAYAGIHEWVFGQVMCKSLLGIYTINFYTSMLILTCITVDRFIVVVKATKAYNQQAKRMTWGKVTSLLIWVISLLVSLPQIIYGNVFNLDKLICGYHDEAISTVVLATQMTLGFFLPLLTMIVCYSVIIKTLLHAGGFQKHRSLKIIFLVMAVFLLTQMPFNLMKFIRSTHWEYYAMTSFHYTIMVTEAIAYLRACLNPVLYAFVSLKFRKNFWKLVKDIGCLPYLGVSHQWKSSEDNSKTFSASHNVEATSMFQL
APJ ag: agonists of human apelin receptor APJ, primary screen, CHO-K1 cells, PathHunter beta-arrestin, luminescence; hit rate 0.11% among 330,000; AID 2520, 2010; activation, % at 20 µM; 0% DMSO wells, 100% apelin; P35414;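 active = activation more than six SD over the plate average, tested at 20 µM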;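 also: 0% = DMSO alone and 100% = apelin-13 at 10 nM; some results filed as inactive read as strong as hits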
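Test system: CHO-K1 APJ beta-arrestin complementation cell line. Amount: cell density 1000 per well. Controls: DMSO negative, 10 nM Apelin-13 positive. Signal: luminescent beta-gal fragment complementation, chemiluminescent substrate. Read-out basis: agonist-driven arrestin binding to APJ. Timing: compound stimulation 90 min at 25 °C, detection 60 min.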
UBC13 inh: UBC13 polyubiquitin chain formation inhibitors, primary screen, biochemical, TR-FRET, uHTS | Ubiquitin-conjugating enzyme E2 N (Homo sapiens), P61088 | inhibition, % at 20 µM | AID 485273, 2010 | hit rate 0.47% among 330,000; in the data active = inhibition above about 45%, passing the limit was not always enough
Target sequence (P61088 whole entry, looked up): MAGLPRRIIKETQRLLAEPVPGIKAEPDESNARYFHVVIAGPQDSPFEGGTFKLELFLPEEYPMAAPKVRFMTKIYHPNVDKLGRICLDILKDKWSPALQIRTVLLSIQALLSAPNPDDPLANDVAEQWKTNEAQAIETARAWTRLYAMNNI
ATG4B inhibitor: ATG4B protease inhibitors, primary screen, biochemical, fluorescence, uHTS | inhibition, % at 8.33 µM | ATG4B cleavage of LC3-PLA2, NBD-HPC fluorescence, 1 h | Cysteine protease ATG4B (Homo sapiens), Q9Y4P1 | hit rate 0.51% among 340,000; in the data active = inhibition above about 40%
EBI2 block: EBI2 receptor antagonists, beta-arrestin recruitment, primary screen, cell-based, luminescence, 7a,25-OHC stimulation, uHTS. G-protein coupled receptor 183 (Homo sapiens), P32249. 7a,25-OHC stimulated. inhibition, % at 5 µM. hit rate 0.81% among 360,000. AID 651636, 2012; in the data active = inhibition above about 38%;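 also: enzyme fragment complementation signal reports receptor beta-arrestin coupling in cells; 0% = agonist plus DMSO wells and 100% = wells without agonist; some results beyond the cut were filed as inactive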
Target sequence (P32249 whole entry, looked up, the tested form may be a part): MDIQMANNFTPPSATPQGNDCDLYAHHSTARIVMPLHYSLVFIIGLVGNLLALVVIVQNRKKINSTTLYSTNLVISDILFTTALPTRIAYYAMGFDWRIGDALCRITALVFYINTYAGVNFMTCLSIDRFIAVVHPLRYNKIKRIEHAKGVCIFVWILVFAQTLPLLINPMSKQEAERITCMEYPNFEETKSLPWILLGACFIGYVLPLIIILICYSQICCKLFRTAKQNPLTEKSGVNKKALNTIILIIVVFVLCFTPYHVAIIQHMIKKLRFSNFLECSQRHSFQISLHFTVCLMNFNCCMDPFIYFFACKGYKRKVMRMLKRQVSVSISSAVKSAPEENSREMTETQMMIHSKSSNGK
APJ antagonist: antagonists of human apelin receptor APJ, primary screen, CHO-K1 cells, beta-arrestin complementation, luminescence; P35414; inhibition, % at 20 µM; hit rate 0.32% among 330,000; AID 2521, 2010;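 active = inhibition above about 40% at 20 µM, limit read from the data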;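 also: cells challenged with 10 nM apelin-13 agonist together with compound; plate controls were apelin-13 plus DMSO wells for no effect and DMSO wells lacking apelin-13 for full effect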
CCR6 antagonist: CCR6 receptor antagonists, primary screen, cell-based, CHO-K1, luminescence, beta-arrestin, uHTS | AID 493098, 2011 | CHO-K1 CCR6 PathHunter beta-arrestin, CCL20-stimulated | hit rate 0.49% among 340,000 | inhibition, % at 20 µM | C-C chemokine receptor type 6 (Homo sapiens), P51684;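 active = compounds whose inhibition of the agonist-driven luminescence signal at 20 µM reaches about 50%, limit read from the data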;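 also: cells stimulated with CCL20 at 14 nM final; plate controls were DMSO with CCL20 for no effect and DMSO without agonist for full effect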
Numbers without * were called inactive; · = not tested or not shown; & = joins results of further samples; ! = a repeat was not active.

SMILES | Gli-Sufu block | CXCR6 block | APJ ag | UBC13 inh | ATG4B inhibitor | EBI2 block | APJ antagonist | CCR6 antagonist
N/C(=N\c1nc2ccccc2o1)NC(=O)/C=C/c1ccccc1 | 0 | -5 | 0 | -12 | -3 | 18 | -14 | 7
CC(=O)c1cccc(N(C(=O)Cn2nnc3ccccc32)C(C(=O)NCc2ccccc2)c2ccccn2)c1 (stereo not drawn) | 9 | 0 | 0 | -3 | 1 | -1 | -7 | 0
C[C@H]1CC[C@]2(O[C@H](CCO)C[C@H](O)[C@H]2O)O1 | 15 | -2 | 0 | 0 | 4 | 0 | 22 | 5
O=C(NC1CC2CCC(C1)N2Cc1ccccc1)c1ccccc1Cl (stereo not drawn) | 16 | 5 | 0 | 5 | -2 | -12 | 12 | 6
O=C(COC(=O)[C@@H]1CCCN1C(=O)c1cccs1)Nc1ccc(Br)cc1 | 4 | 4 | -2 | 16 | 1 | 0 | 2 | -8
CCc1nc(SCC(=O)Nc2ccccc2)c2c(=O)n(C)c(=O)n(C)c2n1 | 1 | -6 | 4 | -9 | 1 | 2 | -13 | 9
COc1ccc(-c2coc3cc(O[C@@H]4O[C@H](CO)[C@@H](O)[C@H](O)[C@H]4O)c(OC)cc3c2=O)cc1 | -34 | 6 | -2 | 16 | -1 | -6 | 32 | 7
O=C(Nc1ccc(Cl)c([N+](=O)[O-])c1)ONC1=NCCCCC1 | 4 | -9 | 16* | 5 | -6 | -11 | -60 | -15
CC[C@]12c3[nH]c4ccccc4c3CCN1C(=O)C(CC(=O)NCCCOC)C[C@@H]2C(=O)N1CCN(C(=O)c2ccco2)CC1 (stereo partly drawn) | -1 | -8 | 2 | 3 | 1 | -2 | 17 | -9
Cc1ccc(-c2cc(C(=O)N3CCN(C4CCS(=O)(=O)C4)CC3)c3ccccc3n2)cc1 (stereo not drawn) | -11 | -6 | -1 | 10 | -24 | -4 | -8 | 1
COCC1CCCN(C(=O)c2cc(COc3cccc4cccnc34)on2)C1 (stereo not drawn) | -1 | 1 | -4 | 6 | -6 | -3 | -12 | 7
S=c1nc[nH]c2nc[nH]c12 | 1&12 | -8&-3 | 1 | 3 | -3&2 | -4&-6 | 11 | 5&-3
O=C(O)c1ccc(Cl)c(S(=O)(=O)Nc2ccccc2N2CCOCC2)c1 | 4 | 1 | -1 | -3 | 3 | -9 | 12 | 9
COc1cc(CCC(=O)N2CCN(c3ccccc3)CC2)cc(OC)c1OC | -8 | -8 | -4 | 2 | 0 | 9 | 29 | 14
CCOc1ccccc1CN1CCC(CO)(CCOc2ccccc2)CC1 | 17 | -5 | -6 | 10 | -7 | 2 | 7 | 8
COc1cc(/C=C/C(=O)OCC(=O)Nc2ccc([N+](=O)[O-])cc2)ccc1O | 4 | 10 | 1 | -16 | -3 | 14 | 14 | 15
O=C(COC(=O)c1ccccc1O)NCCC1=CCCCC1 | 2 | 6 | -2 | 3 | -2 | -2 | 17 | 15
Cc1ccc(S(=O)(=O)Nc2ccc3c(c2)OCCO3)cc1 | -12 | -12 | 2 | 10 | 1 | 5 | -13 | 3
Cc1cc2c(NC(=O)Nc3ccc(F)cc3)cccc2nn1 | -7 | 0 | 7 | -22 | 0 | 9 | -31 | -6
COc1ccc2c3n([n+]([O-])c2c1)CCN=C3c1cc(Cl)c(N)c(Cl)c1 | 0 | -6 | 1 | 8 | -7 | -3 | -9 | 10
Cc1c(CCOC(=O)C2C3CC4CC(C3)CC2C4)sc[n+]1CC(=O)c1ccc(Br)cc1 (stereo not drawn) | 7&7 | 3&-11 | -10 | 47* | 13&4 | 9&0 | 17 | 53*!
COc1ccc(NC(=O)Nc2ccc3c(c2)C(=O)N([C@H](C)CO)C[C@H](C)[C@@H](CN(C)C(=O)Nc2c(C)noc2C)O3)cc1 | -5 | -6 | 0 | -1 | 2 | -2 | -10 | -1
COCCCn1c(Cc2csc(Nc3ccc(F)cc3)n2)nnc1SCC(N)=O | -4 | -1 | 4 | -6 | -11 | -2 | -4 | -1
O=C(COC(=O)c1ccc(S(=O)(=O)NCc2ccco2)cc1)Nc1ccc(Cl)cn1 | -3 | 0 | -4 | -15 | 3 | 2 | 15 | 11
COC(=O)C1=C(C)N(Cc2ccccc2)C(=NCC(C)C)N[C@H]1c1cccc(F)c1 | 13 | 2 | -4 | 51* | 5 | 9 | 48* | 8

4 entries drawn at random from the list so far:
SMILES | Gli-Sufu block | CXCR6 block | APJ ag | UBC13 inh | ATG4B inhibitor | EBI2 block | APJ antagonist | CCR6 antagonist
COc1cc(/C=C/C(=O)OCC(=O)Nc2ccc([N+](=O)[O-])cc2)ccc1O | 4 | 10 | 1 | -16 | -3 | 14 | 14 | 15
Cc1ccc(S(=O)(=O)Nc2ccc3c(c2)OCCO3)cc1 | -12 | -12 | 2 | 10 | 1 | 5 | -13 | 3
C[C@H]1CC[C@]2(O[C@H](CCO)C[C@H](O)[C@H]2O)O1 | 15 | -2 | 0 | 0 | 4 | 0 | 22 | 5
COCCCn1c(Cc2csc(Nc3ccc(F)cc3)n2)nnc1SCC(N)=O | -4 | -1 | 4 | -6 | -11 | -2 | -4 | -1

Next section
SMILES | Gli-Sufu block | CXCR6 block | APJ ag | UBC13 inh | ATG4B inhibitor | EBI2 block | APJ antagonist | CCR6 antagonist
CC(C)N(C(=O)CSc1nnc(NC(=O)Cc2cccs2)s1)C(C)C | -1 | -5 | 0 | -12 | -7 | -1 | 6 | 13
COc1ccc(CCNC(=O)CCc2ccc(S(=O)(=O)NCC(C)C)cc2)cc1 | 4 | 0 | 4 | -7 | -3 | -9 | -13 | -10
CCOC(=O)C1CCN(C(=O)CCn2c(=O)[nH]c3ccsc3c2=O)CC1 | 7 | -3 | -2 | -3 | -1 | -6 | -19 | 12
CC(Cl)C(=O)NNc1cccc(Cl)n1 (stereo not drawn) | 2 | 12 | -11 | -8 | 2 | 7 | 28 | 30
COc1cccc(C(=O)Nc2ccc(N3CCCC3)cc2)c1 | -50 | -7 | -5 | -12 | 1 | -7 | 2 | -14
C[C@H](CO)N1C[C@H](C)[C@@H](CN(C)C(=O)NC2CCCCC2)Oc2c(NC(=O)C3CC3)cccc2C1=O | -2 | 0 | -3 | -6 | 1 | 0 | 3 | 8
Cn1c(=O)[nH]c(=O)c2c1nc(N1CCN(CCO)CC1)n2Cc1ccccc1 | 7 | 17 | -4 | 4 | 3 | -3 | 1 | 2
CCSc1nnc(NC(=O)CSC2=NCCS2)s1 | 0 | -9 | 2 | 12 | 1 | 7 | 8 | 7
CC1CCN(CCCNC(=O)C2CC(=O)N(C3CCCCCC3)C2)CC1 (stereo not drawn) | 1 | -8 | -1 | 0 | -5 | 0 | 19 | 1
CCOC(=O)N1CCN(C(=O)CCCn2c(=S)[nH]c3ccccc3c2=O)CC1 | 8 | -2 | 0 | -6 | 4 | -3 | 16 | -13
CC(C)COc1cccc(C(=O)Nc2ccc(CN3CCOCC3)cc2)c1 | 51 | 2 | 0 | 5 | -3 | -4 | 1 | 7
Cc1nnc(NC(=O)C2CCCN2C(=O)Nc2ccccc2)s1 (stereo not drawn) | -11 | -8 | 0 | -3 | 6 | -9 | -2 | 5
O=C(O)c1ccccc1-c1ccccc1C(=O)Nc1cccc2ccccc12 | 10 | -2 | 0 | -13 | -10 | -5 | -3 | -10
COc1ccc(C(C)=O)cc1CSc1nnc(C)s1 | 2 | -1 | 4 | 2 | -4 | -11 | 3 | 0
C[C@@H]1CN([C@H](C)CO)C(=O)c2cc(NS(=O)(=O)c3cn(C)cn3)ccc2O[C@H]1CN(C)C(=O)Nc1ccccc1 | -1 | -1 | -3 | 8 | -9 | -7 | -4 | -2
CN(C)CCNc1oc(COc2ccc(Cl)cc2Cl)nc1C#N | 2 | -4 | 5 | 91* | -4 | -10 | 4 | -4
O=C(NCc1ccc(Cl)cc1)C(=O)NCC1OCCN1C(=O)c1cccs1 (stereo not drawn) | 1 | 9 | 2 | -5 | 5 | -9 | 15 | 13
O=C(Nc1ccc(F)c(F)c1)c1ccccc1-c1ccccc1 | -5 | 1 | -4 | 19 | 18 | 1 | 10 | 13
COc1ccc(C(=O)Nc2ccc(C)c(S(=O)(=O)N3CCOCC3)c2)cc1S(=O)(=O)N1CCCC1 | 0 | -5 | · | · | -14 | -3 | · | 10
Cc1ccccc1Nc1nc(N)nc(COC(=O)CC2CC3CCC2C3)n1 (stereo not drawn) | 0 | 13 | -3 | -3 | 0 | -10 | -8 | -29
COc1ccc(-c2nc(SCC(=O)Nc3cc(C)on3)n[nH]2)cc1 | -5 | 3 | -1 | -6 | -2 | -17 | -9 | 0
COC(=O)NCN1C(=O)C2C3C=CC(C3)C2C1=O (stereo not drawn) | -1 | -4 | -6 | 0 | -2 | 0 | -5 | 10
Cc1ccccc1-n1c(-c2ccc(Cl)cc2)cnc1SCC(=O)NC1CCS(=O)(=O)C1 (stereo not drawn) | 3 | -4 | -3 | 4 | -24 | 11 | -3 | 25
C(=N\n1cnnc1)/c1ccc(N2CCOCC2)s1 | 20 | -7 | -4 | -8 | -7 | -7 | 4 | 1
O=c1c2c(-c3ccccc3)ccnc2[nH]n1-c1ccccc1 | -21 | 10 | -1 | -11 | -1 | 1 | 1 | 24

Going on with the list.
SMILES | Gli-Sufu block | CXCR6 block | APJ ag | UBC13 inh | ATG4B inhibitor | EBI2 block | APJ antagonist | CCR6 antagonist
CCc1cccc(NC(=O)CS(=O)Cc2nc(-c3ccc(C)cc3)oc2C)c1 (stereo not drawn) | -4 | -2 | -6 | 12 | -12 | 2 | 2 | 4
CC[C@]12c3[nH]c4ccccc4c3CCN1C(=O)C(CC(=O)NCc1ccco1)C[C@@H]2C(=O)N1CCN(C(=O)c2ccco2)CC1 (stereo partly drawn) | 3 | 4 | -2 | -18 | -10 | 0 | -3 | 9
Cc1ccc(-c2nn(-c3ccccc3)cc2C(=O)NCCCN2CCOCC2)cc1 | 15 | -1 | -1 | 3 | 7 | 0 | 9 | 7
CCOC(=O)NC(Nc1nc2ccccc2s1)(C(=O)OCC)C(F)(F)F (stereo not drawn) | -2 | 3 | -4 | -4 | 6 | -10 | -6 | -19
CN1C(=O)C2(N=c3ccccc3=N2)c2ccccc21 | -5 | 7 | -3 | 3 | -7 | 11 | -20 | -3
Cc1noc(C)c1CSCC(=O)Nc1nc2c(F)cc(F)cc2s1 | -8 | -6 | -1 | -35 | 9 | 0 | -8 | 15
Cc1ccc(NC(=O)CSc2nc3c(c(=O)[nH]2)CN(Cc2ccc(F)cc2)CC3)cc1C | -1 | 9 | 1 | -4 | 0 | -3 | -3 | 2
CCn1c(CNC(=O)COc2ccc(C(C)C)cc2)nnc1SCC(=O)Nc1cc(F)ccc1C | 10 | -8 | 2 | -2 | -14 | 4 | -3 | -3
Cc1cn(CCOc2ccc(Cl)cc2)c(=O)[nH]c1=O | 13 | -4 | -1 | 6 | 0 | -11 | 6 | 14
Oc1cccnc1Sc1cccc(C(F)(F)F)c1 | 4 | 0 | -9 | -2 | -10 | 6 | 8 | 13
COc1cccc(OCC(=O)O/N=C(\N)c2ccc(OC)c(OC)c2)c1 | -20 | -3 | -2 | 3 | -3 | -1 | -11 | 3
O=C(Cc1ccccc1)Nn1cnc2ccccc21 | 4 | -7 | 1 | 3 | -11 | 1 | 9 | -46
Cc1cccc2cc(COC(=O)c3cccnc3)c(=O)[nH]c12 | 9 | 0 | -4 | -4 | 1 | -1 | 12 | 12
CC(=O)NC(c1ccccc1)c1cc(Cl)c2cccnc2c1O (stereo not drawn) | 27 | 6 | -6 | -14 | -4 | 9 | -6 | 9

Source: PubChem BioAssay
